MBD2 inh – blocks human MBD2 binding to methylated DNA | TR-FRET, MBD2 binding to methylated oligonucleotide | inhibition, % at 4.4 µM | 0.31% of 370,000 active | AID 686964; in the data active = inhibition above about 13%
UHRF1 MBD2 ctr – UHRF1 methyl-DNA binding inhibition | Q96T88 | UHRF1 binding to methylated oligo, TR-FRET | inhibition, % at 4.4 µM | 0.75% of 370,000 active | AID 687016; in the data active = inhibition above about 21%;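 also: UHRF1 SRA domain binding a hemimethylated CpG hairpin DNA probe; 0% = median of test compound wells and 100% = reference inhibitor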
PLCg1 inh – PLC-gamma1 (human) inhibition, primary screen; P19174; purified PLC-gamma1, fluorogenic substrate, fluorescence; inhibition, % at 12.2 µM; 0.84% of 370,000 active; AID 720700; in the data active = inhibition above about 9.5%
ASAP1 inh – ASAP1 ArfGAP inhibition; 0.19% of 360,000 active; Q9ULH1; inhibition, % at 16.5 µM; ASAP1-stimulated ARF1 GTP hydrolysis, GDP FP detection; AID 624377; in the data active = inhibition above about 25%;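 also: 0% = vehicle with enzyme and substrate and 100% = no enzyme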
Target sequence (Q9ULH1 325-724 limits assumed): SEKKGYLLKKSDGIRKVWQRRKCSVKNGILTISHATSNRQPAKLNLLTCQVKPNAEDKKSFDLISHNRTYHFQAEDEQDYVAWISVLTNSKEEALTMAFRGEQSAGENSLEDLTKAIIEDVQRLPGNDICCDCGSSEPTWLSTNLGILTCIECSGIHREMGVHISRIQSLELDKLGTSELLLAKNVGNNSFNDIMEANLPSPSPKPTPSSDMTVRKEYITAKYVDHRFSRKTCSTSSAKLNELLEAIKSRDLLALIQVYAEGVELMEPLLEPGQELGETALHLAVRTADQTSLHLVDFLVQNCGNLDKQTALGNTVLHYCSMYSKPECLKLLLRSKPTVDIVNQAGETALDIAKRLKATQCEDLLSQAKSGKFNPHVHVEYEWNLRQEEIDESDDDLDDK
PLCb3 inh – blocks human PLC-beta3 enzyme activity | Purified PLC-beta3, fluorogenic substrate, fluorescence | inhibition, % at 12.2 µM | 0.18% of 370,000 active | AID 720704; in the data active = inhibition above about 11%;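 also: 0% = median of compound wells on plate and 100% = full blocker control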
Tn7 DDE FP – DD(E)-Tn7 binding inhibition, primary FP screen. FP displacement of FITC-Tn7 peptide from fibrin DD(E); 0% = median of compound wells per plate. inhibition, % at 8.3 µM. 0.13% of 370,000 active;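 active = inhibition above the mean of compounds falling within the control limits plus 3 SD of them, cut at about 14% in these data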;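 also: 0% = plate median of compound wells and 100% = 10 µM Aha-Tn7 peptide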
Target sequence (P02675 whole entry, looked up): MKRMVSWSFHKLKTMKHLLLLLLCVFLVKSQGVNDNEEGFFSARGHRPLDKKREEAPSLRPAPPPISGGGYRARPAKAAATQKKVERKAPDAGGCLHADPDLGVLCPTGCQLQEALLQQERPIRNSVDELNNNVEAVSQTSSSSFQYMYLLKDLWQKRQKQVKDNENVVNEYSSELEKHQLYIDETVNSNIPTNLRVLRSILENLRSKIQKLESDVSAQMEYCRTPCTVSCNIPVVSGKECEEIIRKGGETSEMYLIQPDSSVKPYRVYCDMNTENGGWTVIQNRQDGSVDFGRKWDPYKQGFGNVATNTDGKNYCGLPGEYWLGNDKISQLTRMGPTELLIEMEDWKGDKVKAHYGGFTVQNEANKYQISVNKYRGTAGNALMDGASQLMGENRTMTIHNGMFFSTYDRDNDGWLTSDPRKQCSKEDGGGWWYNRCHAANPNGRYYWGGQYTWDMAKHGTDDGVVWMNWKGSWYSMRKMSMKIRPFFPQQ
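Measure: % inhibition scaled between sample-field median and high-control FP; Test system: human fibrin DD(E); Quantity: 2 µM final DD(E) protein; Doses: one dose, 8.3 µM nominal; Schedule: compound with protein 10 min, then 3 h after probe, room temperature; Detection: fluorescence polarization; Medium: Tris buffer with calcium and detergent, pH 7.8.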
Tn6 DDE FP – disrupts Tn6 cyclic peptide binding to fibrin D-Dimer-E complex. inhibition, % at 8.3 µM. 0.21% of 370,000 active. Fibrin DD(E) TRITC-Tn6 fluorescence polarization displacement;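 active = inhibition above a per-campaign cutoff: mean of compounds within control limits plus 3 SD, cut at about 15% in these data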;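 also: 0% = median of all compound wells on the plate and 100% = blocking peptide control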
ARFGAP1 inh – inhibits rat ARF GTPase activating protein 1; Q62848; Arfgap1-stimulated ARF1 GTP hydrolysis, GDP FP detection; inhibition, % at 16.5 µM; 0.26% of 360,000 active; AID 651572;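 active = inhibition above a per-plate limit, mean inhibition of low control wells plus 3 SD, cut at about 25% in these data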;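 also: 0% = DMSO wells with enzyme and 100% = wells lacking Arfgap1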
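Replicates: Single well per compound | Assay system: Truncated rat Arfgap1 GAP domain | Control set: No-Arfgap1 wells (100%) versus DMSO full-reaction wells (0%) | Times: Enzyme reaction 120 min at 25 °C after 20 min preincubation | Reagent: Human ARF1(Δ1-17)-GTP substrate | Measured by: Tracer-displacement fluorescence polarization with EDTA stop, 620/688 nm | Measure: Percent inhibition of Arfgap1-stimulated GTP hydrolysis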
proKLK7 act – activators of human kallikrein-7 zymogen; P49862; purified proKLK7, EDANS-DABCYL substrate fluorescence; 100% is mature enzyme control, 0% vehicle; AID 652039; activation, % at 7 µM; 0.9% of 370,000 active;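 active = activation above the mean of all tested compounds plus 3 SD, computed per campaign excluding outliers beyond control limits, cut at about 13% in these data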
ADAM17 inh – ADAM17 inhibition, QFRET primary screen; inhibition, % at 6.95 µM; 0.83% of 370,000 active; P78536; recombinant ADAM17, EDANS/DABCYL FRET peptide cleavage; AID 720648;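 active = inhibition above the mean of compounds lying between control limits plus 3 SD, set per campaign, cut at about 8.5% in these data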;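 also: 0% = DMSO-only wells as the low control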
An asterisk follows results filed as active; . = not tested or not shown. This is a random part of the collection; 4.1% or so of the library scored in one or more.

structure	MBD2 inh	UHRF1 MBD2 ctr	PLCg1 inh	ASAP1 inh	PLCb3 inh	Tn7 DDE FP	Tn6 DDE FP	ARFGAP1 inh	proKLK7 act	ADAM17 inh
COC(=O)[C@]12C[C@H](CC(=O)N3CCCC3)C(=O)N(Cc3ccco3)C1=C[C@H](C1CCCC1)O[C@@H]2C	1.6	3.5	2.0	.	1.4	-4.5	-0.7	.	-0.2	-0.9
Cc1ccc(NC(=O)C2CCN(C(=O)c3ccc(F)cc3)CC2)nc1	-2.1	0.0	-3.3	9.3	-6.3	3.7	3.5	-3.5	-0.4	0.7
CC(C)COC(=O)n1c(SCC(=O)N(C)C)nc2ccccc21	1.7	1.6	2.3	4.3	0.4	-0.2	4.8	-3.6	-0.1	-2.1
COc1ccc(CN2C(=O)c3ccccc3C2c2nnnn2Cc2ccccc2)cc1OC (configuration not stated)	-8.6	-1.1	1.3	-0.2	3.0	-2.6	3.1	0.7	-0.3	1.9
CCOC(=O)C1C2C=CC3(CN(c4cccc(Cl)c4)C(=O)C13)O2 (configuration not stated)	-3.9	-1.4	0.4	-8.3	1.3	-2.8	0.7	4.4	0.2	-2.8
CN1CCN(C(c2ccc(F)cc2)c2nnnn2Cc2cccs2)CC1 (configuration not stated)	-1.3	5.5	-2.3	3.0	0.3	5.0	1.5	-5.0	0.5	-3.2
CC(C)[C@H](NC(=O)c1ccccc1)C(=O)OCC(=O)Nc1ccc2c(c1)OCCO2	-4.5	-0.4	-1.4	4.0	3.0	-7.0	-3.2	1.1	0.0	2.2
Cc1nc2ccccc2n1C(=O)c1cc(-c2ccc(Br)cc2)nc2ccccc12	-4.8	-0.6	0.5	1.8	-2.6	7.0	2.1	-7.5	-0.1	-4.0
COc1cc(OC)c2c(-c3ccccc3)cc(=O)oc2c1C(CCN1CCN(c2ccccc2)CC1)c1ccc(N(C)C)cc1 (configuration not stated)	4.4	1.3	-11.6	-6.4	-11.8	3.4	-4.6	4.2	-1.3	-0.7
CCOC(=O)c1cnc2ccc(Cl)cc2c1NCCN(C)C	1.0	0.9	-10.6	-7.5	-8.2	-3.0	-5.8	10.0	-0.3	-5.7
CC(C)c1ccc(N(CC(=O)N/N=C/c2ccc(OC3CSC3)cc2)S(=O)(=O)c2ccccc2)cc1	-3.8	-1.1	4.8	0.7	4.5	-3.3	-2.7	1.1	0.2	0.5
O=C(O)Cn1nc(-c2ccc(F)cc2)oc1=O	1.9	0.0	1.8	-5.3	-1.6	-5.1	1.7	-10.1	0.3	-2.8
CC(CN1CCCCC1)OC(=O)c1ccc2c(c1)OCCO2 (configuration not stated)	0.5	3.0	-1.6	-6.2	-8.2	0.7	-3.2	-5.0	0.3	-2.4
CC(=O)c1ccc(NC(=O)C(C)N(C)CC(=O)Nc2cccc(F)c2)cc1 (configuration not stated)	-1.4	-0.5	0.9	0.7	-4.7	-0.5	-6.8	1.0	-0.1	-5.1
COC(=O)c1c(NC(=O)Cc2ccccc2)sc2c1CCN(C(C)C)C2	-4.0	2.1	4.5	16.4	7.8	1.2	5.6	-17.1	0.0	0.6
CCCCCCSc1ccc([C@@H]2[C@@H]3C(=O)N(CC)C(=O)[C@@H]3[C@]3(C(=O)OC)CCCCN23)cc1OC	1.6	-1.5	-3.5	-10.5	-9.9	-7.8	0.5	-7.2	1.2	-0.3
CCNC(=O)c1ccc(N(C)S(=O)(=O)c2cccs2)cc1	-3.2	-1.8	4.5	-15.5	0.2	0.3	4.0	-4.3	0.7	1.9
Cc1ccc(C(=O)COc2cc(C)nc3nncn23)cc1	-4.7	-0.9	0.6	-4.2	-6.0	-0.7	-0.9	2.3	0.1	-1.5
COC(=O)c1cccc(N(C(=O)CNC(=O)c2ccco2)C(C(=O)NC2CCCC2)c2ccco2)c1 (configuration not stated)	-2.7	8.3	2.8	15.3	8.0	4.3	-1.2	2.0	-0.3	8.8*
COc1ccc(C(=O)NCCc2cn3ccc(C)cc3n2)cc1	4.7	3.0	-4.7	-1.1	0.5	-2.5	-9.6	-3.0	-0.5	-10.4
CCOc1ccc(N(CC(=O)NCc2ccccc2)S(=O)(=O)c2ccc(C)cc2)cc1	2.3	-1.9	0.2	-4.4	-1.5	0.8	5.4	0.6	0.2	-0.2
COCCNC(=O)Nc1ccc2c(c1)N(C)C(=O)c1ccccc1S2	3.1	-0.2	1.3	0.2	-9.1	-0.6	2.9	0.6	-0.5	-3.1
O=C(Cc1ccccc1[N+](=O)[O-])NC1CC2CCC1C2 (configuration not stated)	7.2	0.1	2.0	0.5	-3.3	4.2	-6.2	-2.0	-0.2	-2.5
COc1ccc(NC(=O)CSc2nnc(C3CCCCC3)n2N)cc1	7.8	3.7	4.1	7.9	5.1	0.9	-10.5	-9.8	0.4	-8.4
O=C(Cc1ccccc1)NCC(=O)OCc1cccc([N+](=O)[O-])c1	-3.4	0.3	0.9	-5.8	-2.4	-4.1	4.2	-4.9	0.0	-3.0
Cn1c(-c2ccccc2)cccc1=O	2.8	0.4	-2.1	7.0	-3.4	5.3	-0.7	-10.6	0.2	-7.3
Cc1ccc2oc(=O)c3cc(C(=O)NCCCN4CCC(C)CC4)sc3c2c1	-0.2	2.4	2.3	3.5	5.7	5.7	7.0	-10.1	1.1	0.6
Cc1c(C(=O)N(C)c2cccc(Cl)c2)cnn1-c1ccccc1	6.5	4.9	2.1	-10.7	-4.9	0.9	-1.6	-1.6	-0.3	2.7
CC(C)CN(C(=O)CSc1nc2ccccc2[nH]1)c1c(N)n(Cc2ccccc2)c(=O)[nH]c1=O	3.2	0.2	2.3	-4.3	2.7	5.0	7.5	3.0	-1.0	-1.7
Cc1noc(C)c1C(=O)Nc1nc2ccc(S(C)(=O)=O)cc2s1	0.7	-1.6	-7.5	0.9	-12.7	-1.6	-2.6	-1.5	0.0	-1.4
CC1=C(C(=O)OCC(C)C)C(c2ccccc2Cl)NC(=O)N1C (configuration not stated)	-0.4	1.2	3.0	5.3	-0.1	-5.8	8.4	-3.1	-0.4	3.2
COc1ccc(C(=O)N(C)Cc2cnn(Cc3ccccc3)c2)cc1S(=O)(=O)N1CCOCC1	-0.8	3.9	2.9	-1.6	4.8	-3.5	-2.1	-7.0	-0.1	-2.2
Nc1[nH]c(C(=O)c2ccccc2)c(-c2cccnc2)c1C(=O)NCCc1ccc(Cl)cc1Cl	-0.4	-2.8	-1.4	-3.4	-0.7	2.8	-3.1	-9.1	0.3	-5.1
CCOC(=O)c1c(-c2ccc(OC)cc2)nc2nonc2c1N	-2.4	2.2	-10.9	-5.1	-16.2	-5.8	-4.5	-1.2	-0.5	1.0
CCOC(=O)N1CCN(Cc2nc3c(c(=O)[nH]c(=O)n3C)n2Cc2ccccc2C)CC1	1.3	-2.1	0.5	-8.7	-2.6	-7.3	-2.2	-9.0	0.4	-3.0
COc1ccc(OC)c(NC(=O)c2cc3c(=O)n4ccccc4nc3n2C)c1	-0.2	1.8	-15.9	14.5	-24.9	-3.0	3.4	0.6	0.4	-9.1
COc1ccc(CCNC(=O)CCC(=O)Nc2ccc3nc(N4CCN(C)CC4)cc(C)c3c2)cc1OC	1.4	-2.7	-4.0	-13.3	-11.6	4.3	4.6	1.8	0.3	-29.9
COc1ccc(NC(=O)COC(=O)c2ccc(Cl)c(S(N)(=O)=O)c2)c([N+](=O)[O-])c1	7.1	3.1	2.8	-8.3	-10.3	2.3	1.7	4.8	0.3	-4.4
COc1ccc(C(=O)OCC[N+]2(C)CCOCC2)cc1	-1.6	-1.2	-0.8	0.3	-0.7	3.8	-1.1	7.9	0.1	-3.3
COc1ccc(N2C(=O)NC3CC2(C)Oc2ccc(Cl)cc23)cc1OC (configuration not stated)	-4.7	0.7	2.6	2.3	3.4	-6.4	-8.9	1.0	-0.3	-1.9
Cc1nnc(SCC(=O)Nc2nccs2)n(N)c1=O	3.6	1.7	2.0	-2.5	-8.5	4.8	0.5	2.5	0.1	-5.6
CCOC(=O)c1cccc(NC(=O)CCOc2ccccc2)c1	-0.9	-1.2	-0.1	-5.7	-0.2	3.9	-0.7	0.4	-0.1	-1.1
Cc1cc(C)cc(OCC(=O)O/N=C(\N)Cc2ccc([N+](=O)[O-])cc2)c1	0.7	-0.1	0.0	15.7	-6.7	-1.1	1.1	-1.9	0.1	3.5
O=C(OCCCOC(=O)c1ccc(Br)o1)c1ccc(Br)o1	-1.4	-1.7	5.8	9.7	0.4	-0.7	-6.0	-8.6	-0.5	-5.8
Cc1c(Cl)ccc2c1NC(=O)[C@]21N[C@@H](Cc2ccccc2)[C@H]2C(=O)N(c3ccc(F)cc3)C(=O)[C@H]21	1.8	1.5	4.2	-7.3	4.0	-9.2	4.4	1.6	0.0	7.1
CC(=O)Nc1nnc(SCC(=O)Nc2nc(C)cs2)s1	-7.2	-1.4	-2.0	-15.6	-2.0	-0.4	11.7	-3.1	0.2	-1.5
Cc1cccc(OCC(=O)N(C)CC(=O)Nc2cccc(F)c2)c1C	-4.2	-3.0	-0.2	-2.4	-3.0	3.3	6.1	-1.4	-0.3	-2.0
O=C(NCCCN1CCCCCC1)C1CC(=O)N(C2CCCC2)C1 (configuration not stated)	1.4	-1.6	-1.1	-7.0	0.6	-0.5	-4.2	-1.0	-0.2	-4.3

Compound activity from PubChem BioAssay.
